# Source: PubChem (Southern Research Specialized Biocontainment Screening Center)
# NS5 inhibitors = Dengue-2 NS5 methyltransferase inhibitors, primary screen, biochemical, confirmation dose response (AID 588689); inhibition, % at 25 µM; hits with a dose series show IC50 in µM; Dengue-2 NS5 methyltransferase capping enzyme assay, biochemical; higher % means a stronger effect; 0.3% of 340,000 active; in the data active means a potency from the dose series
# UTI89 phage lysis = inhibition of K1F phage lysis, E. coli UTI89, bacterial capsule biogenesis inhibitors, alamar blue (AID 488966); E. coli UTI89 K1F phage lysis, alamar blue, 2 h; higher % means a stronger effect; inhibition, % at 100 µM, or IC50 in µM where a hit was titrated; 0.02% of 340,000 active;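 active means phage lysis inhibition, versus mean bacterial control, above a set limit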;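 further: capsule biogenesis inhibitors block K1F phage lysis so surviving cells raise fluorescence; higher fluorescence means more inhibition of phage lysis; actives were called in the ten point dose series up to 300 µM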
# NS5 inhibitors pilot replicate = further read-out of NS5 inhibitors, marked with its call; inhibition, %; measured here: pilot screen replicate inhibition
# An asterisk follows results filed as active; i = inactive; [ ] = remark or other dose.
SMILES,NS5 inhibitors,UTI89 phage lysis,others
CCN(CC)S(=O)(=O)c1cc(NC(=O)c2ccccc2OCc2c(C)noc2C)ccc1C,-2%,0.5%[50 µM],
O=C1C=CC(=O)N1Cc1ccncc1,7%,0.6%,
O=S(=O)(c1ccccc1)N(c1ccccc1)S(=O)(=O)c1ccccc1,-5%,3.0%,
CN(C(=O)c1cccc(NC(=O)Cc2ccc(NC(=O)C3CCN(C(=O)C4CC4)CC3)cc2)c1)C1CCCCC1,-4%,-0.3%,NS5 inhibitors pilot replicate=-4.2
COc1ccc(S(=O)(=O)N2CCOCC2)cc1NC(=O)COC(=O)CCS(=O)(=O)c1ccc(C)cc1,-2%,0.3%[50 µM],
CC(=O)Nc1cc(C)ns1,2%,-0.3%,
O=C1N[C@@H](Cc2c[nH]c3ccccc23)C(=O)N[C@H]1Cc1ccccc1,-5%,-0.1%,NS5 inhibitors pilot replicate=0.6
CCn1c2ccccc2c2cc(/C=C(/C#N)C(N)=S)ccc21,-6%,0.9%,
NC(C(=O)O)C1ON=C(Cl)C1O (stereo not given),-2%,1.9%,
OCC(O)C1OC(c2ccco2)OC(CO)C1O (stereo not given),-14%,1.8%,
FC(F)(F)c1ccc(-c2cccc3c2C2CC3CCN2)cc1 (stereo not given),-14%,0.1%,NS5 inhibitors pilot replicate=-6.1
COc1ccccc1-c1cccc([C@@H]2C[C@H]3[C@H](CON3C)CN2C(C)=O)c1,-8%,0.0%,NS5 inhibitors pilot replicate=-5.2
O=C(NC1CC1)c1ccc(NC(=O)C2CCCC2)cc1,-3%,0.2%,NS5 inhibitors pilot replicate=-2.8
OCC(O)C1OC(c2ccccc2)OC(CO)C1O (stereo not given),-4%,2.0%,
COc1ccc(-c2ccc3c(c2)C2CC3CCN2Cc2ccc(OC(F)(F)F)cc2)cc1 (stereo not given),-2%,0.3%,NS5 inhibitors pilot replicate=0.0
OCCn1cnc2c(SCc3ccccc3)ncnc21,6%,0.6%,
O=C(c1ccc2c(=O)n3c(nc2c1)CCC3)N1CCN(S(=O)(=O)c2ccccc2Br)CC1,-2%,0.5%[50 µM],
O=C(CNCc1ccc(Cl)cc1)Nc1cc(S(=O)(=O)N2CCCC2)ccc1Cl,-6%,-0.5%[50 µM],
Cc1ccccc1OCCC(=O)Nc1cc(S(=O)(=O)N2CCCCC2)ccc1N1CCN(C)CC1,-6%,3.0%,
O=C1NC(c2ccccc2)Cc2ccncc21 (stereo not given),2%,1.7%,
CC(C)(C)CC(C)(C)SSc1n[nH]c(=S)s1,14%,-0.1%,
N#Cc1c(-c2ccc(Cl)cc2)c(-c2ccc(Cl)cc2)nn(CCOC(=O)CCC(=O)O)c1=O,6%,-2.8%,
CC(=O)Nc1ncc(Sc2ccc([N+](=O)[O-])cc2)s1,-4%,1.2%,
COc1cccc(C2c3cc4c(cc3OC(NNC(N)=O)C2C)OCO4)c1O (stereo not given),-1%,-1.1%,
O=C(CSc1nc2[nH]c(=O)cc(O)c2s1)Nc1nncs1,-11%,2.7%,
Cc1cn(CC(=O)NCCNc2ccc([N+](=O)[O-])cn2)c(=O)[nH]c1=O,1%,0.1%,
CCOc1ccc(NC(=O)CN2C(=O)NC(C)(c3ccc4c(c3)OCCCO4)C2=O)cc1OCC (stereo not given),0%,-0.3%,
Nc1ccccc1C=C1Cc2ccccc2C1=O,-35%,0.1%,
CC1(C)Oc2c(ccc(O)c2CN2CCOCC2)C2=C1CCCC2,2%,1.4%,
O=S(=O)(c1ccccc1)N1CCNc2ccccc21,-8%,1.1%,
C[C@H](O)[C@@H]1C(=O)N2CCc3ccc(-c4cccc(F)c4)cc3[C@@H]2C[C@@H]1N(C)C(=O)C(C)(C)C,-7%,1.6%,NS5 inhibitors pilot replicate=-8.3
S=C(Nc1cccc2ccccc12)Nc1cccc2ccccc12,2%,-0.4%,
Cc1ccc(C2(SCC(N)C(=O)O)c3ccccc3-c3ccccc32)cc1 (stereo not given),-2%,-0.8%,
COc1ccc(NC(=O)c2oc3ccc(S(=O)(=O)N4CCOCC4)cc3c2C)c(OC)c1,0%,0.3%,
COc1cc2cc(c1Cl)N(C)C(=O)CC(OC(=O)C(C)N(C)C(C)=O)C1(C)OC1C(C)C1CC(O)(NC(=O)O1)C(OC)C=CC=C(C)C2 (stereo not given),-9%,-2.9%,
CCOc1ccc(OCCC(=O)OCC(=O)Nc2cc(S(=O)(=O)N3CCOCC3)ccc2OC)cc1,1%,1.0%[50 µM],
CC(C)C[C@H]1CNC(=S)N1CC1CCN(CC2CCC(C(C)(C)C)CC2)CC1 (stereo not given in full),-1%,0.4%,NS5 inhibitors pilot replicate=-0.3
O=C(Cc1ccc(NC(=O)C2CCN(C(=O)C3CC3)CC2)cc1)Nc1ccc(C(=O)N2CCOCC2)cc1,-9%,0.5%,
Nc1nc(N)c2cc([N+](=O)[O-])ccc2n1,-1%,4.1%,
CCOC(=O)N1C2CCC(C2)N1C(=O)OCC,13%,2.7%,
CCOC(=O)c1sc(=S)[nH]c1C,-9%,0.5%,
O=[N+]([O-])c1ccc(N=NNc2ccc([N+](=O)[O-])cc2)cc1,14%,0.1%,
O=[N+]([O-])c1ccc(NN=Cc2cc(Br)ccc2O)nc1,4%,-0.8%,
O=C(O)C1C(c2ccccc2)c2ccccc2C(O)C1CO (stereo not given),-7%,5.6%,
CCOC(CNCc1cc(C)c2[nH]c3ccccc3c2c1C)OCC,2%,1.4%,
CCOc1ccc(NC(=O)COc2ccc(N3CC(C(N)=O)CC3=O)cc2)cc1 (stereo not given),-1%,-0.3%,
COCCN(C(=O)COC(=O)c1ccc(-c2ccccc2)cc1)c1c(N)n(Cc2ccccc2)c(=O)[nH]c1=O,-1%,1.2%[50 µM],
O=C1CC2(CCN1)CCN(Cc1ccccc1)CC2,4%,4.5%,
Oc1ccccc1-c1n[nH]c(-c2ccccc2O)n1,-2%,-1.4%,
O=[N+]([O-])c1ccc2[nH]c(=S)sc2c1,-7%,-5.2%,
CCCSc1nc(N)nc2c1ncn2C1OC(CO)C(O)C1O (stereo not given),6%,-3.3%,
CCOC(=O)C1C(=O)NC(C(=O)OCC)(C(=O)OCC)C1C(C)CC (stereo not given),-7%,-0.5%,
N#CCCn1nc2c(c1N)CCC2,7%,-1.9%,
CC(=O)OCC1=C(C(=O)O)N2C(=O)[C@@H](NC(=O)Cc3ccccc3)[C@H]2SC1,-1%,-8.7%,
CC(NC(=O)c1ccccc1)C(=O)OCC(=O)Nc1cccc(S(=O)(=O)N2CCCC2)c1 (stereo not given),-14%,0.3%[50 µM],
COc1cccc2c1cc1c(=O)n(CC(=O)N3CCN(c4cccc(C)c4C)CC3)nc(C)n12,-5%,1.4%,
S=C(NCc1ccco1)NCc1ccco1,5%,-2.9%,
COc1cc(Cl)c(CNC[C@H]2O[C@@H](n3ccc(=O)[nH]c3=O)[C@H](O)[C@@H]2O)c(Cl)c1O,-2%,0.1%,NS5 inhibitors pilot replicate=-7.6
OCCN(Cc1cccnc1)Cc1ccccn1,-2%,-1.7%,
CN(C(=O)c1ccc(NC(=O)Cc2ccc(NC(=O)C3CCN(S(=O)(=O)c4cccc([N+](=O)[O-])c4)CC3)cc2)cc1)C1CCCC1,-4%,0.3%,NS5 inhibitors pilot replicate=-7.6

# New compounds follow:
SMILES,NS5 inhibitors,UTI89 phage lysis,others
CC12CC3CC1C(C(=O)O2)C3C(=O)O (stereo not given),6%,1.7%,
Nn1c(-c2cccc(O)c2)nnc1-c1cccc(O)c1,-3%,2.7%,
Cc1ccc(C([O-])=C(C(=S)NCc2ccccc2)[n+]2cccc(CO)c2)cc1[N+](=O)[O-],3%,0.0%,
N#C/C(=C/c1ccc(-c2ccc(S(=O)(=O)N3CCOCC3)cc2)o1)C(=O)NC1CC1,-5%,-1.6%,
CC1=CC(=O)[C@@H](OC(=O)Nc2ccc(C)cc2)[C@@H](c2ccccc2Br)N1C,-7%,0.0%,
COc1cc(Nc2nc3c(N)cc(C(F)(F)F)cc3nc2-c2ccccc2)cc(OC)c1OC,-13%,0.5%,
CC(=O)C1CCC2C3CC(C)C4=CC(=O)CCC4(C)C3C(=O)CC12C (stereo not given),-2%,1.9%,
NC1=C(Cl)C(=O)c2ccccc2C1=O,-5%,7.6%,
CCn1cc(C(=O)NC2CCCC2)c(=O)c2cc(S(=O)(=O)N3CCOCC3)ccc21,-7%,-0.1%,
O=C(NCCNCC(O)COc1ccc(O)cc1)N1CCOCC1 (stereo not given),-2%,0.8%,
Cc1cc(=O)oc2c(CN3CCOCC3)c(O)ccc12,5%,0.3%,
COc1cc2c3c(n(C)c(=O)c2cc1OC)-c1cc2c(cc1C3=O)OCO2,-15%,0.1%,
O=C(CC(=O)N1CCOCC1)N1CCOCC1,8%,-2.0%,
NNC(=O)C1C(O)CCC2CN3CCc4c([nH]c5ccccc45)C3CC21 (stereo not given),3%,1.3%,
COc1cccc(CC(=O)Nc2ccc(N3CCOCC3)c(S(=O)(=O)Nc3ccccc3OC)c2)c1,-6%,0.1%[50 µM],
O=C(Nc1ccc(C(=O)N2CCOCC2)cc1)C1CC1,5%,0.2%,NS5 inhibitors pilot replicate=2.7
Cc1ccc(S(=O)(=O)N2CC=C(N)N2)cc1,3%,-1.1%,
O=C(O)c1ccc(C=NNC(=O)c2cccc3ccccc23)cc1,2%,1.2%,
CC(C)C[C@@H](CNCC(=O)[C@H](Cc1ccccc1)NC(=O)c1[nH]cnc1C(=O)N[C@@H](C)CN)NC(=O)c1nc[nH]c1C(=O)N[C@@H](CC(=O)O)C(=O)O,5%,-0.1%,NS5 inhibitors pilot replicate=0.3
COc1cccc2c1C(=N)c1c(O)c3c(c(O)c1C2=O)CC(O)(C(C)=O)CC3OC1CC(N)C(O)C(C)O1 (stereo not given),23%,-5.1%,

# Compounds listed so far that contain an NH in an aromatic ring, in the order listed:
SMILES,NS5 inhibitors,UTI89 phage lysis,others
O=C1N[C@@H](Cc2c[nH]c3ccccc23)C(=O)N[C@H]1Cc1ccccc1,-5%,-0.1%,NS5 inhibitors pilot replicate=0.6
CC(C)(C)CC(C)(C)SSc1n[nH]c(=S)s1,14%,-0.1%,
O=C(CSc1nc2[nH]c(=O)cc(O)c2s1)Nc1nncs1,-11%,2.7%,
Cc1cn(CC(=O)NCCNc2ccc([N+](=O)[O-])cn2)c(=O)[nH]c1=O,1%,0.1%,
CCOC(=O)c1sc(=S)[nH]c1C,-9%,0.5%,
CCOC(CNCc1cc(C)c2[nH]c3ccccc3c2c1C)OCC,2%,1.4%,
COCCN(C(=O)COC(=O)c1ccc(-c2ccccc2)cc1)c1c(N)n(Cc2ccccc2)c(=O)[nH]c1=O,-1%,1.2%[50 µM],
Oc1ccccc1-c1n[nH]c(-c2ccccc2O)n1,-2%,-1.4%,
O=[N+]([O-])c1ccc2[nH]c(=S)sc2c1,-7%,-5.2%,
COc1cc(Cl)c(CNC[C@H]2O[C@@H](n3ccc(=O)[nH]c3=O)[C@H](O)[C@@H]2O)c(Cl)c1O,-2%,0.1%,NS5 inhibitors pilot replicate=-7.6
NNC(=O)C1C(O)CCC2CN3CCc4c([nH]c5ccccc45)C3CC21 (stereo not given),3%,1.3%,
CC(C)C[C@@H](CNCC(=O)[C@H](Cc1ccccc1)NC(=O)c1[nH]cnc1C(=O)N[C@@H](C)CN)NC(=O)c1nc[nH]c1C(=O)N[C@@H](CC(=O)O)C(=O)O,5%,-0.1%,NS5 inhibitors pilot replicate=0.3

# (more compounds)
SMILES,NS5 inhibitors,UTI89 phage lysis,others
C#CC1(O)CCC2C3CCC4=C(CCC(=O)C4)C3CCC21C (stereo not given),7%,2.6%,
Cc1ccccc1-c1csc(N)n1,5%,-2.5%,
O=C(O)c1ccccc1NS(=O)(=O)c1ccc(N/N=C/c2cccc(O)c2O)c([N+](=O)[O-])c1,6%,-0.6%[50 µM],
COCC(=O)N(C)[C@H]1C[C@H]2c3cc(N4CCN(C)CC4)ccc3CCN2C(=O)[C@H]1[C@H](C)O,-3%,0.3%,NS5 inhibitors pilot replicate=-6.7
CC(=O)Nc1ccc(C=NN=C2c3ccccc3-c3ccccc32)cc1,7%,i,
COC(=O)CC(=O)O[C@H]1C=C[C@@H](NC(=O)OC(C)(C)C)C1,4%,0.0%,NS5 inhibitors pilot replicate=-4.2
CCCCn1c(N)c(N(CCOC)C(=O)CCNC(=O)NC23CC4CC(CC(C4)C2)C3)c(=O)[nH]c1=O,3%,0.4%[50 µM],
CCN(C(=O)COC(=O)c1cccc2ccccc12)c1c(N)n(Cc2ccccc2)c(=O)[nH]c1=O,2%,0.0%[50 µM],
Cc1cc2c(cc1C)NC(C)CC(=O)N2 (stereo not given),-1%,-2.4%,
COc1ccccc1NS(=O)(=O)c1cc(NC(=O)CN2C(=O)NC3(CCCCC3)C2=O)ccc1C,5%,4.8%,
COc1cccc(C=NNC(=S)NN=Cc2cccc(OC)c2OC)c1OC,-7%,-1.5%,
CCCN(C(=O)COC(=O)c1nc2nccc(C)n2n1)C1CCS(=O)(=O)C1 (stereo not given),-3%,-0.4%,
COc1cc2c(c(OC)c1OC)-c1ccc(SC)c(=O)cc1C(NC(=O)C(F)(F)F)CC2 (stereo not given),-5%,4.8%,
CN1CCN(C(=O)OCCOCCOC(=O)N2CCN(C)CC2)CC1,5%,-1.3%,
O=C(C(=O)c1cc(Br)ccc1O)c1cc(Br)ccc1O,11%,1.7%,
CCOc1ccc(NS(=O)(=O)c2ccc(C(=O)N(C)CC(=O)Nc3cccc(OC)c3)cc2)cc1,1%,-0.1%,
C=C1C(=O)OC2C1CCC(C)=C1C(=O)C3OC3(C)C12 (stereo not given),4%,-2.2%,

# Only part of the results is shown; rates above refer to the full screens.
